# High-throughput results deposited in PubChem by The Scripps Research Institute Molecular Screening Center.
# CHRM4 antagonist – antagonists of human muscarinic M4 receptor (CHRM4); CHO-hM4 cells, ACh EC80, Fluo-8 calcium fluorescence; 0.73% of 360,000 active; inhibition, % at 3 µM; P08173;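 active means inhibition above its plate's cutoff, the mean inhibition of sample wells plus 3 SD, cut at about 27% in these data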;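 further: 0% = acetylcholine EC80 with DMSO and 100% = DMSO without agonist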
# CHRM1 PAM – potentiates human M1 receptor response to acetylcholine. P11229. CHO-K1 hM1, Fluo-8 calcium fluorescence, ACh EC20; 0% = ACh EC20, 100% = maximal ACh. activation, % at 3 µM. 0.088% of 360,000 active. AID 588819; in the data active means activation above about 19%, passing the limit was not always enough
# Target sequence (P11229 whole entry, looked up): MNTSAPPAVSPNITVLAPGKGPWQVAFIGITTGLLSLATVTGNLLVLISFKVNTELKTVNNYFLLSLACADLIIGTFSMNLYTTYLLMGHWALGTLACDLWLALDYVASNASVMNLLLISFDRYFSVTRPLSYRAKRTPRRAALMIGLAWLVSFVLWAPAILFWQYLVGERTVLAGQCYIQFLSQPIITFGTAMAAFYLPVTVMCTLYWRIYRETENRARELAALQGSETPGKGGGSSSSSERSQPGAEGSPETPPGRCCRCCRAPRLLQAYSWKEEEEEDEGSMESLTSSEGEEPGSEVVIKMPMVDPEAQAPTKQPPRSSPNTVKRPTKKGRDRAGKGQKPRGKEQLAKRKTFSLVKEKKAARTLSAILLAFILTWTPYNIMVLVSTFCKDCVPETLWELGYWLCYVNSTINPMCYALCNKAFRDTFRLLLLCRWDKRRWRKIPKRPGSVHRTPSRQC
# CHRM4 agonist – CHRM4 agonism in calcium assay. AID 624127. activation, % at 3 µM. P08173. CHO-K1 hM4/Gqi5, Fluo-8 calcium fluorescence; vehicle 0%, full acetylcholine response 100%. 0.14% of 360,000 active;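 active means activation above the run mean over all test wells plus 3 SD, cut at about 32% in these data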;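 further: peak over basal fluorescence ratio per well then scaled between controls; 0% = DMSO wells and 100% = acetylcholine at EC100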
# CHRM5 PAM – potentiates acetylcholine response at human M5 receptor. P08912. CHO-K1 hM5, Fluo-8 calcium, ACh EC20 PAM; 0% = ACh EC20, 100% = ACh EC100. activation, % at 3 µM. 0.3% of 360,000 active;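 active means activation above the run cutoff, the mean activation of all test compounds plus 3 SD, cut at about 18% in these data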
# Target sequence (P08912 whole entry, looked up): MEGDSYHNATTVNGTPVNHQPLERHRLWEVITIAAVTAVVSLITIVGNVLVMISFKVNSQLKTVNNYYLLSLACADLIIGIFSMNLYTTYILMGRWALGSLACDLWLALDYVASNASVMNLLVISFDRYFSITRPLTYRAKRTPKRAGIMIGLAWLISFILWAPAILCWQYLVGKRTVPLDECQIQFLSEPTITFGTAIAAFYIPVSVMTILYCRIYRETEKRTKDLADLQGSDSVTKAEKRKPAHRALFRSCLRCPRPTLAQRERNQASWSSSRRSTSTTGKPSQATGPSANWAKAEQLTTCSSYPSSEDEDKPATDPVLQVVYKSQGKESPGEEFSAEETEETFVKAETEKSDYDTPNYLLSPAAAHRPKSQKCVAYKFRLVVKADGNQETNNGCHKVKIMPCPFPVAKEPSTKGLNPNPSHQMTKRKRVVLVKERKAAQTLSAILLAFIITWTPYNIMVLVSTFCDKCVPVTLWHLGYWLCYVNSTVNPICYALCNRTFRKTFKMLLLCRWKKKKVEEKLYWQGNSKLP
#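 System: CHO-K1 cell line with stable human muscarinic M5 receptor expression | Also added: EC20 acetylcholine as agonist stimulus | Compound: One concentration, 3 µM final (nominal) | Timing: Fluo-8 loading 80 min at 37 °C plus 30 min room temperature | Measured by: Fluo-8 calcium dye fluorescence, kinetic read | Read-out basis: % activation, ACh-normalized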
# CHRM1 agonist – agonists of human M1 muscarinic receptor; AID 588814; 0.33% of 360,000 active; CHO-K1 hM1, Fluo-8 calcium fluorescence, agonist mode; 0% DMSO, 100% acetylcholine EC100; activation, % at 3 µM;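 active means activation above the run's mean compound activation plus 3 SD, cut at about 16% in these data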;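 further: peak over basal fluorescence ratio within a 140 s kinetic read after compound addition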
# TAAR1 agonist – agonists of human TAAR1 | Q96RJ0 | CHO RD-HGA16 TAAR1, Fluo-8 calcium fluorescence; vehicle wells 0%, saturating PEA agonist 100% | activation, % at 3 µM | 0.99% of 360,000 active;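 active means activation above the mean activation of all test compounds in the run plus 3 SD, cut at about 38% in these data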
#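 Test system: RD-HGA16 (CHO) cells co-expressing Gα16 and hTAAR1 / Benchmarks: DMSO vehicle as 0%, PEA at EC100 as 100% / Repeats: no replicates (n 1) / Measure: % activation from peak over basal fluorescence ratio, DMSO-to-PEA scaled / Timing: 17-24 h plating, Fluo-8 75 min 37 °C, 30 min RT / Technique: kinetic Fluo-8 calcium fluorescence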
# M5 ag – agonists of human muscarinic M5 receptor (CHRM5) | CHO-K1 hM5 cells, Fluo-8 calcium fluorescence; 0% DMSO wells, 100% maximal acetylcholine response | activation, % at 3 µM | AID 624037 | 0.19% of 360,000 active;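 active means activation above the run's mean over test compounds plus 3 SD, cut at about 23% in these data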;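 further: signal is peak over basal fluorescence ratio across the kinetic read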
# CHRM1 antagonist – blocks human M1 muscarinic receptor; P11229; CHO-K1 hM1, Fluo-8 calcium fluorescence, ACh EC80 antagonist; inhibition, % at 3 µM; 1.3% of 360,000 active;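 active means percent inhibition above its own plate's cutoff, namely the mean of that plate's compound wells plus 3 SD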;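 further: peak over basal fluorescence ratio during 140 s after agonist addition; 0% = ACh EC80 plus DMSO and 100% = DMSO alone without agonist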
# M5 antag – CHRM5 antagonism in calcium assay; P08912; CHO-hM5 cells, Fluo-8 calcium fluorescence, ACh EC80; inhibition, % at 3 µM; 0.59% of 360,000 active;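 active means inhibition above a per-plate cutoff, the mean of that plate's test compounds plus 3 SD, cut at about 27% in these data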;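 further: 0% = acetylcholine EC80 with DMSO and 100% = DMSO without agonist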
# Numbers without * were called inactive; · = not tested or not shown.
Compound,CHRM4 antagonist,CHRM1 PAM,CHRM4 agonist,CHRM5 PAM,CHRM1 agonist,TAAR1 agonist,M5 ag,CHRM1 antagonist,M5 antag
O=C(O)CCC(=O)Nc1ccc(/C=C/C(=O)C2CC2)cc1,2,8,0,-5,-8,3,0,2,-17
COc1ccccc1CNC(=O)C1CCC(CNS(=O)(=O)c2ccccc2)CC1 (stereo not drawn),-6,4,3,2,-5,10,-3,-6,-3
C[C@H](NC(=O)Nc1ccccc1F)C(=O)O,0,6,1,-2,-1,3,2,-7,0
CC1CN(C(C)C)C(C)CC1OC(=O)c1ccccc1 (stereo not drawn),-5,-17,1,-18,-10,5,-25,19,-4
CCCc1cc(=O)oc2c(CN3CCN(C)CC3)c(O)ccc12,10,2,1,3,-8,-1,-3,-5,2
CCc1nnc(SCCSc2nnc(CC)n2N)n1N,-9,9,1,4,0,0,-3,-5,-6
Cc1ccccc1S(=O)(=O)N1C[C@@H]2C(C(=O)C[C@@H]3C(=O)N(C)C(=O)[C@@H]32)[C@@H]1c1ccc(Cl)cc1 (stereo partly drawn),6,·,2,-3,·,11,-1,·,4
CC1CCCCC1NC(=O)CN1C(=O)NC(C)(c2cccc(Br)c2)C1=O (stereo not drawn),-3,4,2,5,1,1,5,-2,2
O=C(Cc1nc2ccccc2[nH]1)N/N=C/c1ccccc1,-8,5,2,2,-7,10,-3,-6,2
CCOC(=O)CSc1ncc(OC)c(Sc2ccc(OC)cc2)n1,-12,5,2,-9,-5,4,-4,-5,4
CCOC(=O)C(NC(=O)Nc1ncccn1)(Oc1ccccc1)C(F)(F)F (stereo not drawn),-1,13,1,3,0,1,2,-31,-18
COc1ccc(C(=O)/C=C/Nc2cccc(C)n2)cc1OC,6,10,2,-5,-1,-2,-4,-10,2
Cc1cc(C(=O)CN2CCC(C)CC2)c(C)n1-c1ccc(F)cc1,8,-2,0,2,-11,4,-4,-4,0
c1ccc2c(c1)CCN(c1ncnc3c1[nH]c1ccccc13)C2,25,-11,17,-49,3,16,-5,43*,26
CCOC(=O)c1c(CN2CCCCC2)n(C)c2cc(Br)c(OC)cc12,2,0,0,10,-7,8,-10,-2,-4
Cc1ccc(CNC(=O)c2cc(-c3ccccc3)nn2CC2CC(c3cccc([N+](=O)[O-])c3)=NO2)cc1 (stereo not drawn),14,-6,1,-4,-6,17,3,9,8
O=C1O[C@@H](c2ccccc2)C[C@@H](O)[C@H](O)CCc2ccccc21,-7,·,3,-2,·,3,4,·,0
COCCn1nnnc1SCC(=O)N1CCCCC1,-20,8,1,7,-3,0,-2,-30,-9
O=C(COc1ccc2c(c1)OCO2)Nc1cccc(F)c1,3,24,2,-2,1,4,-4,-22,11
COc1ccc(NC(=O)CN2C(=O)NC(C)(c3ccc(C)cc3)C2=O)cn1 (stereo not drawn),-5,12,4,2,4,5,6,-10,1
CN(C(=O)COC(=O)c1ccccc1C(=O)N1CCN(c2ccccc2)CC1)c1ccccc1,-5,0,6,7,-4,4,4,6,-1
CCN(CC)c1ccc(C(=O)N/N=C/c2ccc(N3CCOCC3)cc2)cc1,-1,9,1,-3,-6,2,-3,-14,1
Cc1ccc(N2CC(=O)N(CC(=O)O)C2=O)cc1,11,3,0,-6,-6,6,-2,0,10
Cc1ccc(C2=NS(=O)(=O)N(C)C(C(=O)N3CCOCC3)=C2)cc1,-5,1,8,-6,0,0,1,0,1
COc1ccc(NC(=O)COC(=O)[C@@H](NC(=O)c2c(F)cccc2F)C(C)C)cc1,-5,10,3,1,-12,12,-6,-15,-8
N#Cc1c(NCCN)nc(NCc2ccccc2)c2c1CCN(Cc1ccccc1)C2,3,-12,2,-9,-4,·,-8,8,6
Cc1cccc(C(=O)NC2CCN(C(=O)N3CCOCC3)CC2)c1,12,8,2,1,-1,1,0,-13,-2
COc1ccc(NC(=O)CN(C)C(=O)c2ccc(-c3cccc(C(F)(F)F)c3)o2)cc1,-10,8,5,1,-2,4,0,-1,-8
Cc1cc(NC(=O)CN2C(=O)/C(=C/c3ccc(C(C)C)cc3)SC2=S)no1,-11,15,1,1,7,1,0,-3,1
C#CCN1C(C)=C(C(=O)OC)C(c2cccc([N+](=O)[O-])c2)C(C(=O)OCC)=C1C (stereo not drawn),10,-5,-2,-15,-9,0,-2,-20,18
CCOC(=O)C1CCN(c2nc(N)c3c(N)nc(SCC(=O)O)cc3c2C#N)CC1,9,9,2,1,-1,8,0,-10,13
COc1ccccc1CCNC(=O)C1CCCO1 (stereo not drawn),13,8,1,-2,-3,43*,0,-6,-6
CCOC(=O)C(C)c1nc2ccccc2[nH]c1=O (stereo not drawn),-12,5,2,4,2,8,2,-21,-2
CC(C)(C)NC(=O)NC(=O)COc1ccccc1C#N,-3,2,1,-1,-5,8,-3,-1,-3
COc1ccc(CN2CCNC(=O)C2CC(=O)NC2CCOCC2)c(F)c1 (stereo not drawn),-6,2,0,0,-2,5,-1,-7,7
CC(=O)NC12CC3CC(C1)CC(C(=O)N(C)Cc1cccc(Cl)c1Cl)(C3)C2,4,-5,3,-7,-5,1,-3,-4,5
Cc1ccc(S(=O)(=O)Nc2cccc(S(=O)(=O)N3CCCC3)c2)cc1C,-3,0,1,-4,-5,2,-1,-3,11
COCCn1c(-c2cccs2)csc1=Nc1cccnc1,4,10,2,4,-14,2,0,-7,-1
CC(NC(=O)c1ccccc1F)c1nnc(SCC(=O)NC2CCCC2)n1C (stereo not drawn),4,23,0,-2,8,1,-3,-14,19
O=S(=O)(Nc1ncnc2sc3c(c12)CCC3)c1ccc(Cl)s1,-2,10,4,4,3,2,1,-9,-5

# A second format for 13 compounds above.
# The line under a structure holds: CHRM4 antagonist | CHRM1 PAM | CHRM4 agonist | CHRM5 PAM | CHRM1 agonist | TAAR1 agonist | M5 ag | CHRM1 antagonist | M5 antag
- Cc1ccc(N2CC(=O)N(CC(=O)O)C2=O)cc1
→ 11 | 3 | 0 | -6 | -6 | 6 | -2 | 0 | 10
- Cc1ccc(C2=NS(=O)(=O)N(C)C(C(=O)N3CCOCC3)=C2)cc1
→ -5 | 1 | 8 | -6 | 0 | 0 | 1 | 0 | 1
- COc1ccc(NC(=O)COC(=O)[C@@H](NC(=O)c2c(F)cccc2F)C(C)C)cc1
→ -5 | 10 | 3 | 1 | -12 | 12 | -6 | -15 | -8
- N#Cc1c(NCCN)nc(NCc2ccccc2)c2c1CCN(Cc1ccccc1)C2
→ 3 | -12 | 2 | -9 | -4 | · | -8 | 8 | 6
- Cc1cccc(C(=O)NC2CCN(C(=O)N3CCOCC3)CC2)c1
→ 12 | 8 | 2 | 1 | -1 | 1 | 0 | -13 | -2
- COc1ccc(NC(=O)CN(C)C(=O)c2ccc(-c3cccc(C(F)(F)F)c3)o2)cc1
→ -10 | 8 | 5 | 1 | -2 | 4 | 0 | -1 | -8
- Cc1cc(NC(=O)CN2C(=O)/C(=C/c3ccc(C(C)C)cc3)SC2=S)no1
→ -11 | 15 | 1 | 1 | 7 | 1 | 0 | -3 | 1
- C#CCN1C(C)=C(C(=O)OC)C(c2cccc([N+](=O)[O-])c2)C(C(=O)OCC)=C1C (stereo not drawn)
→ 10 | -5 | -2 | -15 | -9 | 0 | -2 | -20 | 18
- CCOC(=O)C1CCN(c2nc(N)c3c(N)nc(SCC(=O)O)cc3c2C#N)CC1
→ 9 | 9 | 2 | 1 | -1 | 8 | 0 | -10 | 13
- COc1ccccc1CCNC(=O)C1CCCO1 (stereo not drawn)
→ 13 | 8 | 1 | -2 | -3 | 43* | 0 | -6 | -6
- CCOC(=O)C(C)c1nc2ccccc2[nH]c1=O (stereo not drawn)
→ -12 | 5 | 2 | 4 | 2 | 8 | 2 | -21 | -2
- CC(C)(C)NC(=O)NC(=O)COc1ccccc1C#N
→ -3 | 2 | 1 | -1 | -5 | 8 | -3 | -1 | -3
- COc1ccc(CN2CCNC(=O)C2CC(=O)NC2CCOCC2)c(F)c1 (stereo not drawn)
→ -6 | 2 | 0 | 0 | -2 | 5 | -1 | -7 | 7

# The list goes on.
Compound,CHRM4 antagonist,CHRM1 PAM,CHRM4 agonist,CHRM5 PAM,CHRM1 agonist,TAAR1 agonist,M5 ag,CHRM1 antagonist,M5 antag
COc1ccc(CN(CC(=O)NC2CCCC2)C(=O)c2ccc(-c3ccccc3)[nH]2)cc1,5,5,0,4,-4,0,-1,-7,8
O=C(CN1CCc2cc3c(cc2C1)OCCCO3)Nc1c(F)cccc1F,-5,0,5,-5,0,6,3,2,6
CN(Cc1ccccc1)S(=O)(=O)c1ccc(Cl)c(C(=O)N2CCC(C(N)=O)CC2)c1,-8,22,3,9,4,1,3,-29,-7
CCOc1ccc(OCCCC(=O)Nc2cc(Cl)ccc2-n2cncn2)cc1,-1,-14,18,-8,-2,15,2,19,3
CCN(CC)c1ccc(C=Nc2ccc(C)cc2C)c(O)c1,-15,1,0,9,-6,1,-5,2,3
CC(=O)c1ccc(NC(=O)[C@@H]2CCCN2C2=NS(=O)(=O)c3ccccc32)cc1,-10,2,0,-6,-2,5,2,-2,4
CCOc1ccccc1NC(=O)c1ccc2[nH]c(C)c(C)c2c1,-15,-1,4,-7,-3,-6,-2,5,10
CC(C)NC(=O)CC(=O)N/N=C/c1cccs1,3,8,0,-8,-5,1,-2,-3,-2
COc1ccc(CN(C(=O)c2ccco2)c2ccccc2)cc1,-6,7,0,-3,-5,15,-5,-2,-5
Nc1ccc(S(=O)(=O)N2CCCC2)cc1,-9,2,0,-2,-5,0,1,-6,1
O=C(CCc1ccccc1)Nc1sc2c(c1C(=O)O)CCCC2,6,11,-1,2,-4,-2,-3,-10,-1
CC(C)Nc1ncnc2c1ncn2[C@H]1CN(Cc2ccccc2)C[C@@H](CO)O1,0,11,2,1,1,0,2,-18,-6
C=CCNC(=S)Nc1ccc(C)cc1[N+](=O)[O-],-9,7,0,5,-5,-1,-12,-6,-1
O=C(NCCCN1CCCC1)c1ccc2c(c1)N(Cc1cccc(Cl)c1)C(=O)c1ccccc1S2=O (stereo not drawn),3,-35,4,-4,-14,2,-10,29,5
Cc1cc(C)nc(/N=C(\N)C2=C(O)CC(C)(C)CC2=O)n1,5,5,0,2,-4,4,-1,-1,-2
Cc1cccc(Nc2ccc3nonc3c2[N+](=O)[O-])c1C,-16,6,1,2,-2,-1,-2,-9,-10
O=C(Nc1ccc(N2CCOCC2)cc1)c1cccc2c(Br)cccc12,-11,9,4,-2,-4,3,0,-16,13
CCOc1ccc(N2Nc3n[nH]c(N)c3N2)cc1,-1,5,0,8,-4,-3,-5,-9,-4
O=C(N/N=C/c1ccncc1)C1C2CCCCCCC21 (stereo not drawn),-12,8,1,-1,-7,4,-2,-5,2

# A portion of the library. The share of hits here may be higher or lower than overall.
